Bioassay records deposited in PubChem BioAssay by several laboratories.
HePTP inh: inhibitors of human HePTP phosphatase | P35236 | recombinant HePTP phosphatase activity, OD absorbance | inhibition, % at 20 µM | actives 0.64% (n = 110,000); in the data active = inhibition above about 50%;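 note: plate controls were vehicle for no effect and reference inhibitor for full effect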
Target sequence (P35236 whole entry, looked up): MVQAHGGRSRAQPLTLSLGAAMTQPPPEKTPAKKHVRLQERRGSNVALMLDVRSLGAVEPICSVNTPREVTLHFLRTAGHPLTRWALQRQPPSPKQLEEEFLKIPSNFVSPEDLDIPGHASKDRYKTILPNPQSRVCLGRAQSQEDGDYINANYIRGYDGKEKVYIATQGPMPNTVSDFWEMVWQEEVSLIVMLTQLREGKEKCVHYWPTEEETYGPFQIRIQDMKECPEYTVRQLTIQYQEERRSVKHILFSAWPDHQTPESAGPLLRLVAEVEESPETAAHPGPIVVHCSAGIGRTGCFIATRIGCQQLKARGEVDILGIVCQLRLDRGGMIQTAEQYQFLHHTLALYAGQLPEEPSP
BAP1 inh: blocks human BAP1 ubiquitin-AMC hydrolysis; activity remaining (% of control), % at 20 µM; actives 0.48% (n = 72,000); Q92560; recombinant BAP1, Ub-AMC hydrolysis fluorescence kinetic; hits give low values;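 active = activity remaining at or below 50% of control, provided the compound also passes the data quality filters; inactive = the rest, including low values that fail the filters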;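 note: 100% = DMSO wells rate and 0% = substrate alone blank rate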
Target sequence (Q92560 whole entry, looked up): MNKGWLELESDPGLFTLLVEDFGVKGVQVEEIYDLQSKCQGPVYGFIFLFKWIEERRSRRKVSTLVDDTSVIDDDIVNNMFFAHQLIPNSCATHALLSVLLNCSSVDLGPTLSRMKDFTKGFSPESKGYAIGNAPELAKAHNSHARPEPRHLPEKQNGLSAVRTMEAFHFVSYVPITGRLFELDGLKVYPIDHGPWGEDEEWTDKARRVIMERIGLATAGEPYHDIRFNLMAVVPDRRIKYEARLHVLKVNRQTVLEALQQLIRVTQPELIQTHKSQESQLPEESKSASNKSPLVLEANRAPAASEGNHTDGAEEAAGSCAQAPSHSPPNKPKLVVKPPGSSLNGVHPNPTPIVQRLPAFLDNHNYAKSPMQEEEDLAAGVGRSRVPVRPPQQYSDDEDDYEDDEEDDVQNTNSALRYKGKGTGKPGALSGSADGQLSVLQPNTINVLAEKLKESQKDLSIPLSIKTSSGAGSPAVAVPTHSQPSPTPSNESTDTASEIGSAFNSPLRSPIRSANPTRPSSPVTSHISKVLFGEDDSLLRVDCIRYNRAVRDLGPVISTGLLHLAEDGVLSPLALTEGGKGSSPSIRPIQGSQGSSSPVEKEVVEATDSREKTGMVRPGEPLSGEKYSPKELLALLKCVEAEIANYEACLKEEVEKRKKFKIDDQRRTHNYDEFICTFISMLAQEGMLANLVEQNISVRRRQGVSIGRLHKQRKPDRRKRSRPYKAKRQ
An asterisk follows results filed as active; nt = no result given; & = joins results of further samples.

SMILES | HePTP inh | BAP1 inh
Cc1ccc(S(=O)(=O)N2CCCSCC2)cc1 | 0 | 96
Cn1c(=O)c2cc(S(=O)(=O)NCCC(=O)Nc3ccc(Cl)cc3)ccc2n(C)c1=O | 5 | 78
CCn1c(SCC(=O)Nc2cc(C)on2)nnc1-c1ccncc1 | 11 | 87
O=C(CN(C(=O)CCC(=O)Nc1ccccn1)c1ccc2c(c1)OCO2)NCc1ccco1 | -3 | 89
CC(C)n1c(SC2CCOC2=O)nc2ccccc21 (stereo not drawn) | -3 | 90
CCc1nc(OCc2ccco2)c2sc3nc4c(cc3c2n1)COC(C)(C)C4 | 11 | 106
Cc1nc2c(C)cccc2c2c1CC(C)O2 (stereo not drawn) | 2 | nt
O=[N+]([O-])c1cc2c(cc1C=Nc1cc(Cl)cc(Cl)c1)OCO2 | 0 | nt
O=C(c1cc2n(n1)C(C(F)(F)F)CC(c1ccc(Cl)c(Cl)c1)N2)N1CCN(Cc2ccccc2)CC1 (stereo not drawn) | -19 | nt
COc1ccc(NC(=O)NCCCN2CCCC2=O)cc1 | -13 | 100
Cn1cc(C(=O)N2CCN(C(=O)c3ccco3)CC2)c2c3ccccc3n(C)c2c1=O | 1 | nt
O=C(NCC1COc2ccccc2O1)C(c1ccccc1)c1ccccc1 (stereo not drawn) | 1 | nt
CN(/N=C/c1cc([N+](=O)[O-])ccc1O)c1ccccc1 | -4 | nt
FC(F)(F)c1cc(-c2ccccc2)n[nH]1 | 4 | nt
CCOC(=O)c1c(C2CCN(C(=O)OCC)CC2)nc2ccccn12 | 1 | 98

Next part, overlapping the part above by 2 compounds.
SMILES | HePTP inh | BAP1 inh
FC(F)(F)c1cc(-c2ccccc2)n[nH]1 | 4 | nt
CCOC(=O)c1c(C2CCN(C(=O)OCC)CC2)nc2ccccn12 | 1 | 98
O=C(NC1CCCCCCC1)C1CCN(c2nc3ccccc3o2)CC1 | 9 | 103
Cc1ccc(C)c(NC(=O)CSc2nnnn2-c2ccc(C(=O)O)cc2)c1 | nt | 93
COc1ccc(C2C3=C(CC(C)(C)CC3=O)Nc3ccccc3N2C(=O)CC(C)C)cc1 (stereo not drawn) | -1 | nt
COc1ccc(C2C(C(=O)c3ccco3)=C(O)C(=O)N2Cc2cccnc2)cc1OC (stereo not drawn) | -9 | 81
CCOC(=O)C1=C(C)NC(=S)NC1c1cc(C(C)C)c(OC)cc1C (stereo not drawn) | 4 | nt
CCC(C)Sc1nc(C)nc2c1c(=O)n(C)c(=O)n2C (stereo not drawn) | 8 | 100
Nn1c(COc2ccccc2)nnc1SC(F)F | -4 | 152
Cc1ccc(C2=NN(C(=O)CCC(=O)O)C(c3ccccc3F)C2)cc1 (stereo not drawn) | 0 | nt
Cc1ccc2nc(NC3=NCN(Cc4ccc5c(c4)OCO5)CN3)nc(C)c2c1 | 4 | nt
CNCCNS(=O)(=O)c1cccc2cnccc12 | nt | 94
CCc1ccc(-c2cc(C(=O)NC(C)C)c3ccccc3n2)cc1 | 9 | nt
CCC(=O)c1ccc(OCC(O)CN2CCCC2)c(OC)c1 (stereo not drawn) | 10 | nt
O=C(NCC(O)c1ccccc1)c1cccc(S(=O)(=O)N2CCOCC2)c1 (stereo not drawn) | -8 | 113
CN1CCN(Cc2c(O)ccc3occ(C(=O)c4ccccc4)c23)CC1 | 9 | 79
O=C(C1CCCN(S(=O)(=O)c2cccnc2)C1)N1CCn2c1nc1ccccc12 (stereo not drawn) | 2 | 96
Cc1ccc(C)c(NS(=O)(=O)c2c(C)nn(C)c2C)c1 | 9 | 95
Cc1ccc(NC(=O)c2cccc(Cl)c2)nc1 | 6 | 111
CC(=O)CCC(=O)NCCc1ccccc1F | 7 | 102
CC(C)(C)NC(=O)CN1C(=O)/C(=C/c2ccccc2)SC1=S | -8 | nt
O=C(/C=C/c1ccccc1)NNc1ccc([N+](=O)[O-])cc1 | -12 | nt
Cc1cc(=O)cc(C)[nH]1 | 8 | 100
O=C1c2ccccc2C(=O)N1CCN1CCCCC1 | -15 | 102
CCN(CC(=O)Nc1ccc2c(c1)OCCO2)Cc1cc(=O)oc2c(C)c(C)ccc12 | -2 | 72
CC(=O)Nc1ccc(N2CCN(C(=O)c3cccs3)CC2)cc1 | 6 | 90
Cc1ccc2nsnc2c1S(=O)(=O)N(Cc1ccco1)Cc1cc2cccc(C)c2[nH]c1=O | 7 | 205
CN(C)c1ccc(NC(=O)CCCc2ccccc2)cc1 | 4 | 95
CC(C)c1ccc(/C=C(\NC(=O)c2ccccc2)C(=O)NCC2CCCO2)cc1 (stereo not drawn) | 8 | nt
O=C(Nc1ccc2c(c1)OCCO2)c1cnc2n(c1=O)CCS2 | -3 | 87
CS(=O)(=O)N(CC(=O)Nc1ccc2c(c1)OCO2)c1ccc(Cl)cc1 | -7 | nt
Cc1sc2ncnc(N3CCN(c4ncccn4)CC3)c2c1C | -6 | 76

Molecules from the list above with an aryl methoxy group, in the order listed:
SMILES | HePTP inh | BAP1 inh
COc1ccc(NC(=O)NCCCN2CCCC2=O)cc1 | -13 | 100
COc1ccc(C2C3=C(CC(C)(C)CC3=O)Nc3ccccc3N2C(=O)CC(C)C)cc1 (stereo not drawn) | -1 | nt
COc1ccc(C2C(C(=O)c3ccco3)=C(O)C(=O)N2Cc2cccnc2)cc1OC (stereo not drawn) | -9 | 81
CCOC(=O)C1=C(C)NC(=S)NC1c1cc(C(C)C)c(OC)cc1C (stereo not drawn) | 4 | nt
CCC(=O)c1ccc(OCC(O)CN2CCCC2)c(OC)c1 (stereo not drawn) | 10 | nt

(next part)
SMILES | HePTP inh | BAP1 inh
Cc1ccc(C(=O)CSc2nnc(-c3ccco3)n2Cc2ccccc2)cc1 | 2 | 88
CCC1CCc2c(sc(NC(=O)CCC(=O)O)c2C#N)C1 (stereo not drawn) | 4 | nt
Cc1cccc(NC(=O)C2CC(=O)N=C(N)S2)c1 (stereo not drawn) | 4 | nt
Cc1coc2c(I)c3oc(=O)cc(C)c3cc12 | 3 | nt
O=C(O)C1CCCCN1S(=O)(=O)c1ccc(Cl)s1 (stereo not drawn) | 4 | 88
COC(=O)C1=C(C)N(C)C(C)=C(C(=O)OC)C1c1cccc(OCc2ccccc2)c1 | -11 | nt
COC(=O)c1nnn(CC(=O)Nc2ccc(C)c(F)c2)c1C(=O)OC | -11 | 105
CC1(C)CC(=O)C2=C(C1)N1CCCCC1CC2=O (stereo not drawn) | -4 | 104
O=C(CCn1c(=O)sc2ccccc21)Nc1ccon1 | nt | 99
Cc1ccc(S(=O)(=O)NC(C)C(=O)N2CCOCCOCCOCC2)cc1 (stereo not drawn) | nt | 118
O=C(Nc1cc(C(F)(F)F)cc(C(F)(F)F)c1)c1ccco1 | 10 | nt
OCCNCCCCOc1ccccc1F | -9 | 91
FC(F)(F)c1nnc2sc(-c3ccco3)nn12 | 0 | 93
COc1ccccc1CNC(=O)N[C@@H](Cc1ccccc1)C(=O)O | 10 | 102
CC(NC(=O)CN(c1ccccc1)S(=O)(=O)c1ccccc1[N+](=O)[O-])c1ccccc1 (stereo not drawn) | -16 | nt
O=C(NCCOCCOCCNC(=O)c1cccnc1)c1cccnc1 | -3 | 114
COc1cc(NC(=O)COc2ccc(Cl)cc2Br)c(OC)cc1Cl | 4 | nt
CC1=C(C(=O)Nc2ccccc2)C(c2cccs2)C(C#N)=C(SCC#N)N1 (stereo not drawn) | 0 | 94
c1cc(Nc2ncnc3sc4c(c23)CCC4)ccn1 | 11 | nt
O=C(Nc1ccc(N2CCCCC2)cc1)c1ccc(-c2ccccc2)cc1 | -6 | nt
COC(=O)c1ccccc1NC(=O)COc1ccc(Br)cc1 | -13 | nt
O=C(c1cc2nc(-c3ccco3)cc(C(F)(F)F)n2n1)N1CCN(c2ccccn2)CC1 | 10 | 84
O=C(CCc1ccccc1)N1CCN(c2nc3ccc([N+](=O)[O-])cc3s2)CC1 | -12 | nt
O=C(NCC(=O)N1CCCC1)c1cccs1 | 3 | 107
COc1c(Br)cc(Br)cc1/C=N\NC(=O)c1ccc([N+](=O)[O-])cc1 | -14 | nt
Cn1c(/C=C/c2ccc(C(=O)c3ccccc3)o2)nc2ccccc21 | -14 | nt
O=C(CCNC(=O)Cn1ccc2ccccc2c1=O)NCCCN1CCN(c2ccc(F)cc2)CC1 | -5 | 85
Fc1ccc(Nc2nc(Oc3ccc4c(c3)OCO4)nc(N3CCOCC3)n2)c(F)c1 | 11 | nt
CN(c1ccc(C(=O)NCC2CCCO2)cc1)S(=O)(=O)c1ccccc1 (stereo not drawn) | -2 | 96
O=C(CSc1nnc(Cc2ccccc2)n1-c1ccc(F)cc1)N1CCOCC1 | 4 | 51

Exported field by field: 3 of the compounds above
> O=C(NCC(=O)N1CCCC1)c1cccs1
  HePTP inh: 3 | BAP1 inh: 107

> COc1c(Br)cc(Br)cc1/C=N\NC(=O)c1ccc([N+](=O)[O-])cc1
  HePTP inh: -14 | BAP1 inh: nt

> Cn1c(/C=C/c2ccc(C(=O)c3ccccc3)o2)nc2ccccc21
  HePTP inh: -14 | BAP1 inh: nt

(list continues)
SMILES | HePTP inh | BAP1 inh
O=C1N=C(N2CCN(C3=NC(=O)/C(=C/c4ccccc4O)S3)CC2)S/C1=C\c1ccccc1O | 0 | nt
O=C(Nc1cnn(Cc2ccc(F)cc2)c1)c1cc2nc(-c3ccco3)cc(C(F)(F)F)n2n1 | 2 | 119
CCOC(=O)c1ccc(COC(=O)c2ccc(-c3nnc(-c4ccccc4)o3)cc2)o1 | -5 | 56
CC(C)C(=O)Nc1c2c(nc3ccccc13)N(C)CC2 | 8 | nt
CCOc1ccc(NC2=NS(=O)(=O)c3ccccc32)cc1 | 8 | nt
O=C(Cn1c(CC(=O)N2CCOCC2)nc2ccccc21)Nc1ccc2c(c1)OC(F)(F)O2 | 10 | 109
N#Cc1c(NCc2ccccc2)ccnc1NCc1cccnc1 | 2 | 72
C=CCn1c(COc2cccc3cccnc23)nnc1SCC(=O)OC | 11 | 106
Cc1cccc(-c2noc(-c3ccc(I)cc3)n2)c1 | -6 | nt
Cc1ccc(OCCSc2nc3ccccc3[nH]2)cc1C | 9 | nt
CCCP(=O)(CC(=O)O)c1ccccc1 (stereo not drawn) | 2 | 94
O=C(C1CC1)N1CCc2cc(Br)cc(S(=O)(=O)NCc3ccco3)c21 | 2 | nt
Cc1cc(C)cc(N(CC(=O)O)S(=O)(=O)c2ccccc2)c1 | 3 | nt
CCOC(=O)CSc1n[nH]c(-c2cccnc2)n1 | 5 | 101
CCOCCCNC(=O)c1cc2sc(Cl)cc2n1CC | -15 | 94
CC1CCCN(C(=O)CNC(=O)Cn2ccc3ccccc3c2=O)C1 (stereo not drawn) | 3 | 97
Cc1ccccc1S(=O)(=O)Cc1ccc(C(=O)N2CCN(c3ncccn3)CC2)o1 | -10 | 89
Cc1ccc(-c2nnc(N3CCN(C(=O)CN4CCOCC4)CC3)c3ccccc23)cc1 | nt | 95
Cc1ccc(S(=O)(=O)N2CCN(C(=O)CN3CCOCC3)C2)cc1 | -12 | 105
COc1cccc(N(CC(=O)N2CCN(C)CC2)S(=O)(=O)c2ccccc2)c1 | 7 | 84
Cc1oc2ccc(OS(C)(=O)=O)cc2c1C(=O)OC(C)C | 3 | nt
O=C(O)CCNS(=O)(=O)c1ccccc1 | 6 | 111
CC(C)CCNC(=O)c1ccc(Cl)c([N+](=O)[O-])c1 | 3 | nt
O=C(CCCc1nc(-c2ccccc2Cl)no1)NC1CCCCC1 | 11 | 106
N#Cc1cccc(NC(=O)Nc2ccc(Cl)cc2)c1 | -3 | nt
O=C(Cn1nnc(-c2cccc(C(F)(F)F)c2)n1)N1CCOCC1 | 10 | 52
CCCS(=O)(=O)N1CCN(C(=O)c2cccs2)CC1 | 10 | 108
CCCOc1cccc(C2/C(=C(/O)c3ccc(OC)cc3)C(=O)C(=O)N2CCN(C)C)c1 (stereo not drawn) | -5 | 131
Cc1ccc(C)c(NC(=O)Cn2nc(C)c3ccccc3c2=O)c1 | -12&-9 | 103
Cc1nc(SCC(=O)c2ccc(F)cc2)n[nH]1 | 1 | 105
COc1ccc(S(=O)(=O)N(CC(=O)O)c2ccccc2)cc1 | 0 | 75
Cc1ccc(C)n1-c1ccc(C(=O)O)c(Cl)c1 | 102* | nt
CC(=O)c1c(OC(=O)c2ccco2)c2ccccc2n1C | 2 | 84
Cc1cccc(C)c1OCC(=O)NCc1nnc(SCC(=O)NC2CCCCC2)n1C | -7 | 61
O=C(O)CNC(=O)CC12CC3CC(CC(C3)C1)C2 | 3 | 59
Cc1ccc(S(=O)(=O)NCC(=O)N2CCCCC2)cc1 | -6 | 109
COC(=O)C(c1cc(OC)c(O)c(OC)c1)(N1CCNC(C)C1)C(F)(F)F (stereo not drawn) | 7 | 107
Cc1nnc(SCC(=O)Nc2nsc(-c3ccccc3)n2)s1 | 4 | 78
O=C(Nc1ccc(Cl)cc1)c1cc2nc(-c3ccco3)cc(C(F)(F)F)n2n1 | 1 | 156
COc1ccc(N(CC(=O)O)S(C)(=O)=O)cc1OC | 0 | 110
CC(C)C(=O)NS(=O)(=O)c1ccc(NC(=O)c2ccc(Cl)cc2)cc1 | -4 | nt
Cc1cccc(NC(=O)CSc2nc(C)cc(C)n2)c1 | 2 | nt
O=c1[nH]cnc2c1N1CCC2CC1 | 13 | 104
Cc1nn(C)c(C)c1NC(=O)c1ccnn1C | 4&15 | 119
O=C(Oc1ccc(Br)cc1C(=S)N1CCOCC1)c1ccc(Cl)cc1 | 6 | nt
Cc1cc(C)nc(/N=C(/N)Nc2ccc(C(=O)O)cc2)n1 | -6 | nt
C=CCN1C(=O)/C(=C\c2c(OCC)ccc3ccccc23)C(=O)NC1=S | 4 | nt
O=C(O)CCC(=O)NNC(=O)c1ccncc1 | -8 | nt
CC1(C)CC(=O)C(N=Nc2ccc3[nH]c(=O)[nH]c3c2)=C(O)C1 | -4 | nt
CCc1nnc2sc(-c3ccc(NC(=O)c4ccc5c(c4)OCCO5)cc3)nn12 | 12 | nt
CCCCn1nc(C(=O)O)ccc1=O | 6 | 115

Rows are unselected; any-hit rate near 0.83%.
